# Screens deposited in PubChem by several laboratories.
# TNF necrop inh: TNF-alpha cell death inhibition in Jurkat FADD-/- cells; activation (protection from cell death), % at 10 µM; AID 463075; Jurkat FADD-/- TNF necroptosis rescue, ATP luminescence, 24 h; 0 = TNF only, 100 = no-TNF cells; 220,000 compounds, 0.068% hits;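 active = activation, meaning protection from cell death, of at least 50% relative to plate controls; inactive = activation below 50%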;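 note: necroptosis triggered by 40 ng/mL TNF-alpha added together with compound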
# Calpain2 inh: blocks pig calpain II enzyme activity. 220,000 compounds, 0.37% hits. purified calpain II, fluorogenic peptide substrate, 30 min. inhibition, % at 16 µM;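 active = inhibition above about 50%, limit read from the data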
# KCC2 mod: modulates chloride dependent transport by human KCC2; KCC2 cells, thallium flux FluoZin-2 fluorescence; B-score of Tl+ flux slope (higher = more flux/activation; lower = inhibition) at 10 µM; 190,000 compounds, 2.2% hits; AID 1456;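 active = thallium flux slope and its plate-corrected score both differing from the plate sample mean at a set confidence after two filtering rounds, in either direction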;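 note: slope of fluorescence scaled to starting intensity during 10 to 20 s after thallium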
# Target sequence (Q9H2X9 whole entry, looked up): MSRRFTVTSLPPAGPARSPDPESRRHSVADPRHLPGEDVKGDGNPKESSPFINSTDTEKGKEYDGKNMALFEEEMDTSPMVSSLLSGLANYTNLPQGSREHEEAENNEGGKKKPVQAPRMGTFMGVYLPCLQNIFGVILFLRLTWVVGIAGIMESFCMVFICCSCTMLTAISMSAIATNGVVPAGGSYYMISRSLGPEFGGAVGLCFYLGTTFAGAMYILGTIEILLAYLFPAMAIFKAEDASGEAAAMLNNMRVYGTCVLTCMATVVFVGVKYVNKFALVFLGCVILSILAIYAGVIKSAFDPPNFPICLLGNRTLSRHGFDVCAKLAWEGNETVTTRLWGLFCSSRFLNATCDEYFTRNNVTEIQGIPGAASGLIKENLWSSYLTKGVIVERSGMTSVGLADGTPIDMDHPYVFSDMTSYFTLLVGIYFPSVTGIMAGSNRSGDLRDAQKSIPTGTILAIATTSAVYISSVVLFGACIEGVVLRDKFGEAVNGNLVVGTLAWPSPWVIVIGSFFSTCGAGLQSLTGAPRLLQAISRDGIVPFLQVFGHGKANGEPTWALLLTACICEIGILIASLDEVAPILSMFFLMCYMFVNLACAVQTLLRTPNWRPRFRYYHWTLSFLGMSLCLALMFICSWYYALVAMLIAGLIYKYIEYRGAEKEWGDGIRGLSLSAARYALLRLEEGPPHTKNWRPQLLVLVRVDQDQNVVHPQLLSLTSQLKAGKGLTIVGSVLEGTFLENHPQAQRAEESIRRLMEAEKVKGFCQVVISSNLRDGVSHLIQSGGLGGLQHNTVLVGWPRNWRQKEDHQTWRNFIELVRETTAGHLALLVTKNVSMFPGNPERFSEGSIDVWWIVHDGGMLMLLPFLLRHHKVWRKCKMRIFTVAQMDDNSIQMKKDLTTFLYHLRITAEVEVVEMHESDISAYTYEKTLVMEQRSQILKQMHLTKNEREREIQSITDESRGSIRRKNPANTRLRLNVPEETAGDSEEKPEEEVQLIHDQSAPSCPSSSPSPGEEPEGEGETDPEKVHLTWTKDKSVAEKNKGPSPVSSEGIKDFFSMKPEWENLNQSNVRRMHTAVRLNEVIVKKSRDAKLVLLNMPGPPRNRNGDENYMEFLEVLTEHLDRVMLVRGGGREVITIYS
# EBV gp42 block: blocks Epstein-Barr virus glycoprotein 42 binding. Fluorescence polarization binding assay, mP read-out. inhibition, % (tested at 21.74 µM). 220,000 compounds, 0.42% hits; in the data active = inhibition above about 50%
# L929 necroptosis: blocks zVAD induced death of L929 cells. L929 zVAD necroptosis rescue, ATP luminescence, 24 h; with zVAD 60 µM. viability rescue, % at 10 µM. 220,000 compounds, 0.38% hits;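 active = activation, scaled between plate controls, above about 75%, limit read from the data; inactive = activation under that limit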;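 note: 0% = zVAD with DMSO and 100% = DMSO alone without zVAD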
# MDM2 E3 inh: inhibitors of human Mdm2 E3 ubiquitin ligase | AID 1230 | signal enhancement, % at 5 µM | Q00987 | cell-based MDM2 ubiquitination luciferase reporter, 2 h; 0 = plate control, 100 = twice control, blank-subtracted | 210,000 compounds, 0.11% hits;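 active = signal enhancement of 30% or more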;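 note: luminescence tracks abundance of the self-degrading MDM2-luciferase fusion protein; higher signal means inhibition of MDM2 E3 ligase activity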
#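 Assay system: mammalian cells stably expressing self-ubiquitinating, self-degrading MDM2 E3–luciferase fusion. Quantity: 2000 cells in each well. Medium: DMEM culture medium. Compound dosing: single-point 5 µM. Timing: cell settling 4 h, compound treatment 2 h, both 37 °C. Technique: luciferase luminescence. Read-out basis: percent signal gain over controls, blank-subtracted. Benchmarks: plate controls and plate blanks.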
# PERK inhibitor: blocks human PERK kinase. Q9NZJ5. 220,000 compounds, 0.17% hits. CHO PERK-DD fusion, SEAP luminescence translation reporter. inhibition, % at 5.6 µM;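 active = inhibition above the mean inhibition of all tested compounds plus 3 SD, set separately per screening campaign, cut at about 2.9% in these data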;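 note: PERK kinase domain activated by AP20187 dimerizer at 100 nM; 0% = DMSO with dimerizer and 100% = rapamycin at 8.4 µM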
# Rad51 HR inh: Rad51 (human) homologous recombination inhibition | Q06609 | hRad51 DNA strand exchange, fluorescence dequenching | inhibition, % at 10 µM | 200,000 compounds, 0.085% hits | AID 1385;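 active = inhibition above 40% at the single screening dose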;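 note: 0% = DMSO control wells and 100% = blanks with heterologous ssDNA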
#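 material = hRad51 filaments on single-stranded DNA | reagent = Donor/quencher-labelled 47-bp dsDNA substrate | compound = 10 µM final, single point | schedule = strand-exchange reaction 15 min at room temperature | measured by = fluorescein emission 520 nm, excitation 485 nm | read-out basis = % inhibition versus plate control and blank means | benchmarks = plate controls and plate blanks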
# eIF4E-4G inh: inhibitors of eIF4E and eIF4G interaction in translation initiation; inhibition, % at 21.7 µM; 220,000 compounds, 0.37% hits; TR-FRET eIF4E-eIF4GI(517-606) binding, 2 h; P63073+Q04637; AID 782;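 active = inhibition above about 30%, limit read from the data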;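 note: 0% = full FRET control wells and 100% = background wells lacking eIF4GI fragment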
# An asterisk follows results filed as active; i = inactive; x = no result given; [ ] = another dose, or the depositor's remark.
SMILES,TNF necrop inh,Calpain2 inh,KCC2 mod,EBV gp42 block,L929 necroptosis,MDM2 E3 inh,PERK inhibitor,Rad51 HR inh,eIF4E-4G inh
O=C(CSc1ccccn1)Nc1ccc2c(c1)OCCO2,6.9,-12.6,0.388,-18.2,0.2,-22.9,1.0,1.2,3.3
CCC(c1nnnn1C(C)C)N1CCN(C2CCCC2)CC1 (stereo unspecified),1.7,-30.4,x,3.8,-0.1,-10.9,-0.1,3.8,-0.2
CCOC(=O)/C(=N/Nc1ccccc1OC)N1CCCc2ccccc21,-1.5,8.1,0.851,3.0,-0.6,-5.8,0.0,x,-2.3
COc1ccccc1N1C(=N)S/C(=C\c2ccc(-c3ccccc3C(=O)O)o2)C1=O,2.5,-12.5,0.195,-68.6,1.0,-1.6,1.1,-27.6,17.4
N#Cc1ccc(-c2ccc(F)cc2)nc1Oc1ccc(Cl)c(Cl)c1,-1.7,24.2,x,0.8,0.5,-2.2,0.3,-2.1,-6.9
Cc1ccc(SCc2nn(C)c(Cl)c2C=O)cc1,0.2,-24.0,x,-23.6,-0.5,4.0,1.3,-4.6,1.9
O=C(CC1Sc2ccccc2NC1=O)NCc1ccccc1 (stereo unspecified),1.2,5.0,1.26,-18.5,0.5,-9.0,-0.1,2.6,3.7
O=C(N/N=C/c1ccc[nH]1)c1ccccc1OCc1ccccc1Cl,-0.9,12.7,-1.94,-3.0,0.4,-13.0,0.9,-22.6,9.9
O=C1C(Cl)=C(NS(=O)(=O)c2ccc([N+](=O)[O-])cc2)C(=O)c2ccccc21,-6.3,12.2,-1.27,-15.7,-0.4,x,0.0,18.5,2.7
CCC(=O)N1CCc2cc(S(=O)(=O)CCC(=O)NCc3ccc4c(c3)OCO4)ccc21,-1.2,-65.2,-0.493,-10.7,-0.1,-12.1,-0.3,x,2.5[fluorescence artefact?]
CC(C)Cn1c(N)c(C(=O)COC(=O)c2cccc(F)c2)c(=O)n(C)c1=O,-0.3,47.9,0.403,-16.0,0.8,-1.8,0.4,-2.8,2.4
C=C(C)c1cccc(C(C)(C)NC(=O)N2CCN(c3ccccc3OC)CC2)c1,-0.4,7.9,-0.639,6.9,1.4,-6.3,-0.2,x,-3.8
CC(=O)Oc1cc(C(C)C)c(OCCN(C)C)cc1C,0.7,-8.1,-0.578,-5.7,0.0,x,1.3,-6.8,-0.2
Cc1ccc2cccc(Oc3ncnc4scc(-c5ccccc5)c34)c2n1,1.7,34.4,0.253,7.6,-0.9,-11.6,-0.1,2.0,0.8
CCOC(=O)C(C)Oc1ccc2c(C)cc(=O)oc2c1C(C)=O (stereo unspecified),-0.3,-39.4,x,5.4,-1.0,-10.3,-2.2,x,1.4
Cc1c(/C=N/Nc2ccc(C(=O)O)cc2)c2ccccc2n1C,3.4,-32.5,-0.0265,-13.8,1.5,-7.3,0.6,11.1,0.1
Brc1ccc(C2=Nn3c(Cn4nnc5ccccc54)nnc3SC2)cc1,0.5,4.8,-0.325,-17.1,0.7,-3.7,0.6,16.5,2.0
Cc1c(NC(=O)CSc2nnc(-c3ccco3)n2-c2ccccc2)c(=O)n(-c2ccccc2)n1C,-0.1,7.3,x,-18.2,1.4,4.6,0.4,-5.0,-4.3
O=C(CSc1nc(-c2ccccc2Cl)ns1)NCc1ccc2c(c1)OCO2,1.8,23.4,-0.26,-16.8,-0.1,-5.3,0.9,-6.8,2.6
CCOC(=O)c1c(NC(=O)C[n+]2ccc(Cc3ccccc3)cc2)sc(C)c1C,-0.6,-26.3,-0.789,-12.0,2.7,-6.7,-0.2,9.2,0.7
Cc1cccc(C2Nc3ccccc3C(=O)N2c2ccccc2)n1 (stereo unspecified),-0.8,i,0.197,-8.5,0.9,-9.2,1.2,-1.1,4.8
CCOC(=O)C1NN=C(C(=O)c2ccccc2)C1c1ccccc1 (stereo unspecified),2.7,7.3,-0.393,-25.2,1.1,0.7,0.4,-8.4,2.9
O=C(CSc1nnnn1-c1ccc2c(c1)OCCO2)N1CCN(C(=O)c2ccco2)CC1,0.0,2.5,-0.878,-14.1,3.8,-7.2,0.1,-1.9,-2.8
COCCCNC(=O)CN(c1cc(OC)ccc1OC)S(=O)(=O)c1ccccc1,0.8,5.7,-0.406,-30.6,-0.4,-5.5,-0.1,6.0,4.3
O=C1CC(NNC(=O)c2ccc(Br)cc2)C(=O)N1 (stereo unspecified),2.0,6.6,0.283,-5.7,0.9,3.4,-0.8,12.2,-4.4
CC(C)Cn1c(=O)c2c(c3ccccc31)OC(C)C(=O)N2 (stereo unspecified),-1.5,14.5,-0.0123,-3.7,0.4,-15.3,0.0,-6.5,-1.8
O=C(CN1CCC(O)(c2ccc3c(c2)OCO3)CC1)NC1CCCCC1,1.3,-16.0,0.031,-0.5,1.8,-14.0,0.3,x,3.5
O=C(Nc1cccc2ncccc12)c1ccc(Br)c([N+](=O)[O-])c1,-0.4,22.0,0.123,-8.9,0.6,15.9,0.0,-0.2,2.7
CCCCCCC(=O)N/N=C/c1ccc(Br)cc1,0.6,8.2,-0.0585,-0.7,1.6,0.9,0.6,x,-0.5
O=C(COc1ccc(Br)cc1)N1CCCCCC1,5.5,x,x,x,-0.2,x,0.3,0.5,x

# Reprinted at random: 3 compounds from above.
SMILES,TNF necrop inh,Calpain2 inh,KCC2 mod,EBV gp42 block,L929 necroptosis,MDM2 E3 inh,PERK inhibitor,Rad51 HR inh,eIF4E-4G inh
CCCCCCC(=O)N/N=C/c1ccc(Br)cc1,0.6,8.2,-0.0585,-0.7,1.6,0.9,0.6,x,-0.5
Brc1ccc(C2=Nn3c(Cn4nnc5ccccc54)nnc3SC2)cc1,0.5,4.8,-0.325,-17.1,0.7,-3.7,0.6,16.5,2.0
Cc1c(/C=N/Nc2ccc(C(=O)O)cc2)c2ccccc2n1C,3.4,-32.5,-0.0265,-13.8,1.5,-7.3,0.6,11.1,0.1

# Remaining list, next part
SMILES,TNF necrop inh,Calpain2 inh,KCC2 mod,EBV gp42 block,L929 necroptosis,MDM2 E3 inh,PERK inhibitor,Rad51 HR inh,eIF4E-4G inh
N#CCCCN1C(=O)C(O)(CC(=O)c2ccc3c(c2)OCCO3)c2ccccc21 (stereo unspecified),-1.4,-55.3,-0.75,3.2,-0.7,-23.9,0.2,-2.6,-8.9
O=C(Nc1ccc2c(c1)OCO2)N1CCN(Cc2ccco2)CC1,0.1,2.4,0.127,-13.2,0.5,-47.4,1.4,x,-0.5
c1cc2c3c(cccc3c1)C(N1CCOCC1)=N2,-0.3,21.8,0.555,33.8,3.9,-3.1,2.0,x,2.1
COc1cccc(Cn2nnc(C(=O)NCc3ccccc3Cl)c2N)c1,1.8,30.5,-0.363,-15.5,2.8,-11.1,-0.6,-0.4,3.5
CC1(C)C2([N+](=O)[O-])CN3CC1([N+](=O)[O-])CN(C2)C3c1ccc(O)c(O)c1 (stereo unspecified),3.8,-12.7,0.159,-8.8,4.7,-3.4,1.0,0.4,1.9
NC(=O)c1ccc2c(c1)S(=O)(=O)c1ccccc1C2=O,0.1,6.0,1.26,-8.6,0.6,-9.7,1.6,-3.0,4.4
Cc1cccc(NC(=O)CSc2cc(C(=O)c3nccn3C)c3ccccc3n2)c1,1.1,35.3,1.18,-17.0,0.9,-3.1,-0.8,-11.3,-14.1
Cc1ccccc1CSc1nnc(NC(=O)Cc2cccs2)s1,1.8,1.1,1.18,15.0,0.7,-8.9,0.3,1.4,10.1[fluorescence artefact?]
Cc1oc2ccc(OCc3c(F)cccc3Cl)cc2c1C(=O)O,-0.6,-18.3,-0.975,-13.1,1.6,-3.8,1.2,x,-1.5
CC(=O)N1N=C(c2cccs2)CC1c1cc2cc(C)ccc2nc1Cl (stereo unspecified),0.4,2.9,0.963,-3.7,-0.1,x,0.2,-1.7,-6.1
COc1ccc(C(=O)/C(C)=N/O)cc1OC,-0.5,-12.8,0.472,-9.2,0.0,-12.2,0.8,-2.7,1.0
CCCCCn1c(SCC(=O)OC)nc2c1c(=O)[nH]c(=O)n2C,-0.6,9.2,-0.122,-10.1,0.4,-3.8,1.4,-0.8,4.1
CC(c1ccco1)N(C(=O)CSc1ccc(Br)cc1)c1ccccn1 (stereo unspecified),-1.0,13.4,-1.16,2.0,-0.4,-17.4,-1.1,-0.2,-5.3
Cc1ccc(N2C(=O)C3C(C2=O)C2C=CC3C23CC3)c([N+](=O)[O-])c1 (stereo unspecified),-0.1,-2.7,0.0379,4.3,0.8,-6.6,-0.2,10.8,2.2
CCCCNC(=O)CSc1nc2n[nH]c(C)c2c(=N)n1-c1cccc(Cl)c1C,-3.4,-14.6,-0.39,-6.8,1.0,3.5,0.0,0.6,0.3
NC(=O)C1CCN(C(=O)c2cc3ccccn3n2)CC1,3.2,11.8,2.1,0.6,0.4,6.2,1.1,4.1,0.2
CCCNC(=O)N1CCN(c2ncccn2)CC1,-0.4,19.8,x,-4.6,0.0,x,1.9,-0.5,2.5
COc1ccc(Nc2nc(C(=O)N3CCc4ccccc4C3)cs2)cc1,-1.1,-2.8,-0.971,12.8,2.5,33.1*,-0.2,-2.4,-1.1
Cc1cc(C)n2c(SCC(=O)NCc3ccc4c(c3)OCO4)nnc2n1,-0.5,-31.1,2.37,-17.5,-0.7,-4.5,1.3,11.9,-6.4
O=C(c1ccccc1)N1CCN=C1c1ccccc1,2.0,-5.9,0.333,0.5,-0.1,-23.4,0.4,-0.9,13.0[fluorescence artefact?]
Cc1cc2nc(SC(C)C(=O)O)[nH]c2cc1C (stereo unspecified),-2.5,-15.7,0.446,-5.6,-0.2,-9.3,1.4,2.0,5.6[fluorescence artefact?]
COC(=O)C1C(=O)c2c([nH]c(C(=O)OC3CCCC3)c2C)CC1C (stereo unspecified),-1.0,-9.8,x,4.3,0.8,-9.2,-1.5,7.3,-5.0
Cc1cc(-c2ccccc2)nc2cc(C(=O)NCCCn3ccnc3)nn12,-2.4,-128.0,-0.331,-8.6,-1.1,-14.3,0.1,6.9,2.1
Cc1noc(C)c1CSc1ncnc2sc3c(c12)CCCCC3,-0.3,33.7,77.7*,0.0,x,5.4,0.2,-19.2,-5.8
Cn1ncc(Br)c1C(=O)Nc1ccc(Br)cn1,1.7,-5.0,-0.656,-12.9,0.4,5.1,0.7,-34.7,-0.1
CCOc1ccc(N2CC(C(=O)Nc3c(C)n(C)n(-c4ccccc4)c3=O)CC2=O)cc1 (stereo unspecified),1.1,-6.3,-4.98*,-2.4,1.9,-13.7,-0.2,-6.8,-0.3
CCOc1cc(C(=O)N2CCN(C/C=C/c3ccccc3)CC2)cc(OCC)c1OCC,-3.4,-18.8,-0.861,-14.8,4.4,-3.9,-2.0,x,-3.2
CC1=C(C#N)C(c2cccnc2)C2=C(N1)c1ccccc1C2=O (stereo unspecified),-1.4,-9.9,-0.295,-7.1,1.4,-2.4,0.3,8.7,1.5
